Abeta rescue = qHTS for compounds that reverse cellular toxicity of Amyloid beta (A-beta) peptide in yeast: Primary Screen; Potency, µM (highest dose often 46.1 µM), for inactives: at the top dose growth rescue, most hits filed as activators; actives 0.063% (n = 410,000); AID 1347071, 2019; yeast expressing A-beta42, growth rescue, OD600, 48 h; response scale: 0% DMSO, 100% iron-clioquinol control; also: potency is read from the fitted curve at half-maximal effect; nearly all actives have a fitted effect of over 55% in size
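Yeast growth medium received pinned compounds, then yeast cells expressing toxic A-beta were added; plates incubated at 30 C for 48 hr. Growth read as absorbance at 600 nm, normalized to DMSO and equimolar FeCl3 plus clioquinol controls.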
EPAC2 antagonist = qHTS for Antagonist of cAMP-regulated guanine nucleotide exchange factor 2 (EPAC2): primary screen; actives 0.18% (n = 360,000); EPAC2 GEF exchange of Rap1B-BODIPY-GDP, fluorescence; Potency, µM (series often up to 114 µM), inactives show at the highest dose activity, negative = inhibition, actives largely listed as inhibitors; Rap guanine nucleotide exchange factor 4 (Homo sapiens), Q8WZA2; also: potency is read from the fitted curve at half-maximal effect; % is scaled to controls: 0 for no effect and ±100 for the full control effect; nearly all actives have a fitted effect of over 45% in size; many of its hits are not listed in these tables
Target sequence (Q8WZA2 whole entry, looked up): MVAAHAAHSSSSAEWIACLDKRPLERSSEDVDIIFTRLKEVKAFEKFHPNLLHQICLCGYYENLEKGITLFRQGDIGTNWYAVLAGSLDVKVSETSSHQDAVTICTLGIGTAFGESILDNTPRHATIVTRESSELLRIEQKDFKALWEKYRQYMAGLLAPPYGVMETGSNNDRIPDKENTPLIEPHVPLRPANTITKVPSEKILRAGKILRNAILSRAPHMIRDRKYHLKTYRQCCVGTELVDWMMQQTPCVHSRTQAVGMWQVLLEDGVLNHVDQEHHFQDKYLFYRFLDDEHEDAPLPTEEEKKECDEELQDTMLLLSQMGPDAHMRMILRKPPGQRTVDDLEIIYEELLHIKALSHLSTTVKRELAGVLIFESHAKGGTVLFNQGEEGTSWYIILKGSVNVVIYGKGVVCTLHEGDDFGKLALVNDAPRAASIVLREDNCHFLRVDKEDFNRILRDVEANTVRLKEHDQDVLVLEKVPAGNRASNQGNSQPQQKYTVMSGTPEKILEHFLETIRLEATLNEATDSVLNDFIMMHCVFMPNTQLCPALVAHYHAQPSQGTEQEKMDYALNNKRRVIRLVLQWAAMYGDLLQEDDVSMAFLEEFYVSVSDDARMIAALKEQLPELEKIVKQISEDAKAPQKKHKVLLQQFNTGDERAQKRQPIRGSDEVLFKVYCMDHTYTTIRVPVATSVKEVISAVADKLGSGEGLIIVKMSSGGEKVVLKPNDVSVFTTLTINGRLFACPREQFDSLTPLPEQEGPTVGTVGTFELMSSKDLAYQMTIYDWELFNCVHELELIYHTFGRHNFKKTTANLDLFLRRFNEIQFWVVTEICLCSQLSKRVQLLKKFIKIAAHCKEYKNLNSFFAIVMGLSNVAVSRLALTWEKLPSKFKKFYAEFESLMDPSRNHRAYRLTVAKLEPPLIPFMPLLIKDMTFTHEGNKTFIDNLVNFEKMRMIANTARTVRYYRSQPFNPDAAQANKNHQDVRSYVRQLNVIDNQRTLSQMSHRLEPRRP
D3 antag = qHTS of D3 Dopamine Receptor Antagonist: qHTS. D(3) dopamine receptor (Homo sapiens), P35462. D3R cells, DiscoveRx beta-arrestin luminescence, antagonist mode; stronger effect = lower value. max response, negative = inhibition, %. actives 2.5% (n = 360,000). AID 652054, 2013; in the data active = max response below about -50%; inconclusive = no clear call, values can overlap the other calls; also: % is scaled to controls: 0 for no effect and ±100 for the full control effect; mostly tested at two doses, the higher about 12 µM
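Cells expressing the human receptor were seeded at 1500 cells/well, incubated overnight at 37 degrees C in 5% CO2, then exposed to library compounds with dopamine controls for 90 minutes at 37 degrees C before luminescent detection.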
FUS suppressor = qHTS for Suppressors of FUS Proteinopathy: Primary screen using FUS-linked yeast assay | Potency, µM (doses to about 76.6 µM), without a hit: at the highest dose growth rescue (activation), most hits filed as activators | S. cerevisiae FUS-expressing, growth rescue, OD600, 24 h | actives 0.24% (n = 390,000) | AID 1347120, 2019;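 also: potency is read from the fitted curve at half-maximal effect; plate controls were DMSO vehicle for no effect and reference control for full effect; nearly all actives have a fitted effect of over 55% in size; some results filed as inactive show a strong effect at the top dose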
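Galactose (2%) drives FUS expression in yeast precultured in raffinose; seeding density OD 0.005. Test compounds incubated 24hr at 30C and 99% humidity before absorbance at 600 nm was measured.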
DRD3 agonist = qHTS of D3 Dopamine Receptor Agonist: qHTS; D3R DiscoveRx beta-arrestin cells, luminescence, 90 min; actives 0.58% (n = 410,000); D(3) dopamine receptor (Homo sapiens), P35462; max activation, %; in the data active = max activation above about 30%; also: 0% is about no effect; mostly tested at two doses, the higher about 12 µM
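Agonist-mode cell screen: cells plated at 1500/well and incubated overnight at 37 °C, then exposed to library compounds for 90 min at 37 °C. Detection reagent was added for 30–60 min at room temperature, and luminescence was read.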
EPAC2 agonist = qHTS for Agonist of cAMP-regulated guanine nucleotide exchange factor 4 (EPAC2): primary screen; EPAC2 activation, biochemical qHTS; response scale: 100% = 6.5 mM cAMP response; Potency, µM (highest dose often 154 µM), for inactives: top-dose activation, most hits filed as activators; actives 0.079% (n = 360,000); AID 720711, 2013; also: potency is read from the fitted curve at half-maximal effect; nearly all actives have a fitted effect of over 50% in size
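qHTS, titration series. 100 nM EPAC2 / 250 nM Rap1B-BODIPY-GDP / 50 uM GDP; RT; ex 480/em 540 nm, 5-min reads to 30 min. Norm. to 6.5 mM cAMP = activation.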
aSyn rescue = qHTS of alpha-syn Inhibitors; Yeast expressing alpha-synuclein, growth rescue, BacTiter-Glo, 24 h; Potency, µM (series often up to 46.1 µM), without a hit: top-dose growth rescue (activation), actives largely listed as activators; actives 0.14% (n = 370,000); AID 652106, 2013; also: potency is read from the fitted curve at half-maximal effect; % of control where 0% means no effect; nearly all actives have a fitted effect of over 65% in size
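Screening used galactose-induced yeast with toxic alpha-synuclein levels, exposed to compound for 24 hr at 30 deg C. Cell growth, read with BacTiter-Glo luminescence, gave the measured signal.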
TDP43 rescue = qHTS of TDP-43 Inhibitors | AID 652104, 2013 | actives 1.8% (n = 410,000) | TDP-43 expressing yeast growth rescue, BacTiter-Glo, 24 h | Potency, µM (top dose mostly 46.1 µM), without a hit: top-dose growth rescue (activation), most hits filed as activators; also: potency is read from the fitted curve at half-maximal effect; % of control where 0% means no effect; nearly all actives have a fitted effect of over 50% in size
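Growth rescue of TDP-43-toxic yeast measured as ATP luminescence (BacTiter-Glo). Cells grown to mid-log in raffinose, induced in galactose at OD600=0.02, exposed to compound 24 hr at 30 deg C.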
Numbers without * were called inactive; ? = inconclusive; . = not tested or not shown; & = joins results of further samples; [ ] = another dose, or the depositor's remark. Unless noted, calls follow the shape of the dose curve; as a rule, active = well fitted curve in the direction sought with a large enough effect; inconclusive = small, poorly fitted or top-dose-only effect, or another doubt; inactive = no such curve, though single readings can be large; an effect the other way counts as inactive or inconclusive. Some of the compounds tested; count on the stated rates, not on these rows.

SMILES	Abeta rescue	EPAC2 antagonist	D3 antag	FUS suppressor	DRD3 agonist	EPAC2 agonist	aSyn rescue	TDP43 rescue
COC(=O)C1=C(c2c(C)noc2C)C[C@@H]2CC[C@H]1N2C(=O)NCc1ccco1	-0.2%	9.2%	-19.1	2.1%	3.4	9.8%	-0.7%	1.0%
COC(=O)C1=C(c2cccc(C#N)c2)C[C@@H]2CC[C@H]1N2C(=O)NCc1cc(C)oc1C(F)(F)F	16.7%	-0.3%	?	?	-5.8	4.1%	-8.8%	12.4%
Clc1ccccc1Nc1ncnc(-n2cccc2)n1	2.1%	-3.1%	24.3	-4.9%	16.4	11.2%	-7.6%	-5.9%
CCCN1CCC2(CC1)NC(CO)(CO)CO2	10.2%	12.9%	-5.0	-5.0%	3.1	7.6%	-21.1%	1.7%
CN1C(=O)C(Cc2cccs2)C(=O)N(C)C1=O	4.8%	3.6%	-22.3	6.3%	-6.6	0.9%	-3.1%	-17.7%
Fc1ccc(C2=CCN(C(c3cccs3)c3nnnn3CCc3ccccc3)CC2)cc1 (stereo not given)	-32.9%[inhibitor]	-3.9%	-28.4	16.6%	0.9	5.0%	13.1%	14.0%
CCCCC[C@H]1CCCCC[C@@H](O)C[C@@H](O)[C@@H](O)/C=C/C(=O)O1	5.4%	-0.3%	-3.5	21.1%	-3.1	-1.7%	?	10.0%
CCCCn1nnnc1C(c1cccs1)N1CCC2(CC1)C(=O)NCN2c1ccccc1 (stereo not given)	-6.8%	-3.5%	-52.2*	17.6%	-10.2	8.5%	0.8%	17.4%
COc1cc(C(c2c(C)[nH]n(-c3ccccc3)c2=O)c2c(C)[nH]n(-c3ccccc3)c2=O)cc(OC)c1OC	2.0%	-8.9%	-12.6	?	-11.5	6.1%	4.2%	-13.7%
CN(C)c1ccc(/C=C/c2cc[n+](C)c3ccccc23)cc1	-72.3%&-40.6%[inhibitor]	?	3.9&8.7	10.7%	5.4&1.3	-10.6%&-4.2%	-53.3%&-31.7%&-53.4%[inhibitor]	-47.7%&-37.3%[inhibitor]
CNC(=O)Oc1cccc2ccccc12	12.1%	-3.4%	-9.9	-4.1%	-10.1&-18.4	13.2%	-2.9%	-19.3%[1.82 µM]
COc1ccccc1N1C(=O)NC(=O)/C(=C\c2cnn(-c3ccccc3)c2)C1=O	10.2%	16.9%	11.8	27.2%	2.6	0.6%	1.4%	-19.2%
CC/C(=N\NC(=O)c1ccccc1O)c1c(O)n(C2CCCCC2)c(=O)[nH]c1=O	-46.2%[inhibitor]	?	-12.0	?	7.7	-1.0%	-14.5%	-4.6%
O=C1COc2ccc(C(=O)COC(=O)Cc3ccccc3)cc2N1	8.4%	7.1%	-3.8	1.7%	-6.7	1.0%	5.1%	-11.8%
CCn1c(O)c(/C=N/NC(=O)c2ccccc2)c(=O)n(CC)c1=S	-25.7%	-5.5%	0.0	38.4%	-9.8	9.8%	?	-19.6%
O=C1CC(c2c(F)cccc2Cl)c2c(c3ccccc3oc2=O)O1 (stereo not given)	-3.3%	.	.	-14.5%	-12.3	.	.	19.2%
C[C@]12CCC3C(CC[C@H]4C[C@@H](O)CC[C@]34C)C1C[C@@H](O)C2=O (stereo not given in full)	-21.3%	11.5%	0.0	26.3%	-7.7	8.4%	-3.2%	0.0%
CN1CCN(c2ccc([N+](=O)[O-])c(Sc3nncn3C)c2)CC1	-10.3%	0.2%	-6.4	21.1%	0.6	7.8%	-10.4%	-25.0%
CC(C)c1cccc(C(C)C)c1O	5.3%	-25.6%	8.7	-17.1%	6.6&-7.1	-1.7%	0.4%&2.0%	14.9%
Cc1cc(C)c(-n2c(O)c(/C=N/NC(=O)c3ccncc3)c(=O)[nH]c2=O)c(C)c1	0.8%	10.9%	-17.2	?	2.2	8.7%	-10.2%	-21.1%[1.82 µM]
CCCCCCCCN=Cc1c(O)[nH]c(=O)[nH]c1=O	-15.4%	-2.4%	-14.8	-2.6%	6.9	8.9%	-3.4%	4.7%
O=C(CSCc1ccccc1)Nc1ccc2c(c1)OCO2	10.1%	9.9%	27.7	12.1%	0.0	7.7%	-2.7%	?
CCCNC(=O)N1[C@H]2CC[C@@H]1C(C(=O)OC)=C(c1ccccc1)C2	-9.4%	10.5%	12.1	-23.1%	15.2	2.9%	2.6%	19.7%
COc1ccc(C2SCC(=O)Nc3c2c(C)nn3-c2ccccc2)cc1 (stereo not given)	11.6%[9.22 µM]	5.5%	-6.4	-16.3%	-0.4	-20.0%	-11.6%	0.3%
CC1CN1P(=S)(c1ccccc1)N1CC1C (stereo not given)	1.3%	-1.1%	-5.6	.	5.1	8.7%	-1.7%	21.9%

(listing goes on)
SMILES	Abeta rescue	EPAC2 antagonist	D3 antag	FUS suppressor	DRD3 agonist	EPAC2 agonist	aSyn rescue	TDP43 rescue
O=C(CN1CCOCC1)c1ccc(Br)cc1	-14.7%	1.5%	?	-8.2%	-14.7	0.2%	-2.8%	-14.2%
CC1CCCCN1C(=O)Cn1cc(C=C2C(=O)N(C)C(=O)N(C)C2=O)c2ccccc21 (stereo not given)	-6.7%	-8.0%	-17.8	.	-14.3	-5.3%	-2.8%	-18.5%
Cc1cc(Br)cn2c(CC(=O)N3CCCCC3)c(-c3ccc(F)cc3)nc12	-12.1%	4.2%	?	-13.6%	-2.9	5.9%	?	21.6%
O=C(NC1CCCCCC1)c1ccc[nH]c1=S	-4.9%	-0.3%	-3.2	19.2%	-5.6	-3.9%	-46.2%[inhibitor]	?
CCCCN1C(=O)C(C2c3ccccc3C(=O)N2Cc2ccccc2)C(=O)NC1=S (stereo not given)	-7.5%	7.0%	-12.0	24.9%	-0.4	-9.4%	1.9%	1.5%
COc1cccc(-c2nn(Cc3ccccc3)cc2C(=O)O)c1	-4.8%	4.4%	10.0	3.7%	4.2	-0.4%	0.6%	0.9%
CCN1C(=O)NC(=O)/C(=C/c2cc(C)n(-c3sc(C)c(C)c3C#N)c2C)C1=O	6.8%	8.6%	-1.1	33.3%	-6.3	10.5%	-5.1%	-9.9%
c1ccc(-c2ccc3c(c2)CNCc2cnnn2-3)cc1	-7.9%	-2.6%	0.0	-15.4%	-3.7	3.3%	-0.3%	13.2%
CC1CN=C(Nc2ccc(F)cc2)S1 (stereo not given)	17.0%	1.1%	-2.2	-7.8%	-3.3	6.5%	2.0%	11.4%
COC(=O)c1ccc(-n2c(C)nc3ccccc3c2=O)cc1	13.1%	9.6%	15.6	-8.8%	-1.6	-7.9%	-1.6%	13.3%
O=S(=O)(c1ccc(Cl)cc1)N1CCCCC1c1cccnc1 (stereo not given)	-22.3%	-24.1%	-4.9	-24.8%	-5.0	6.3%	?	?
O=C(COC(=O)c1ccc(O)cc1)Nc1ccc(Cl)cc1C(=O)c1ccccc1	?	-21.4%	11.0	7.5%	2.7	4.7%	1.1%	?
CCCNC1=C(C)C(=O)C2=C(C1=O)C(COC(N)=O)[C@]1(OC)C3NC3CN21 (stereo not given in full)	-25.3%	9.8%	-10.5	?	-1.4	8.3%	-8.4%	0.0%
CCCCCCNC(=O)N[C@@H](Cc1ccc(O)cc1)C(=O)NCCC[C@H]1CN2C(=NC[C@H]2C)N1CC1CCC1	-11.8%	12.1%	-6.3	-0.1%	2.3	4.9%	-3.8%	16.7%
COC(=O)c1c(C)n(Cc2ccc3c(c2)OCO3)c2ccc(O)cc12	-3.9%	-3.2%	8.7	19.3%	22.2	14.3%	9.9%	-15.3%
COC(=O)C1=C(c2ccc(F)cc2F)C[C@@H]2CC[C@H]1N2C(=O)N1CCC(O)CC1	9.4%	1.5%	-24.6	-9.3%	7.2	14.1%	3.3%	8.9%
Cc1c(C=O)c2ccccc2n1Cc1ccccc1F	0.4%	-14.0%	-14.9	-1.3%	6.0	11.4%	5.9%	20.4%
O=C1NC(=O)N(Cc2ccccc2Cl)C(=O)/C1=C/c1cccs1	22.3%	14.3%	17.2	-20.6%	1.0	10.6%	8.9%	-18.9%
Clc1ccc(CCNCc2ccncc2)c(Cl)c1	-12.0%	-4.5%	-20.9	-9.3%	-12.4	7.4%	6.1%	-8.6%
CCN(N=Nc1nonc1OC)c1nonc1OC	-1.8%	10.3%	-0.5	7.9%	1.6	0.4%	-0.9%	?
O=C1NC2C(O)C(O)C(O)C(O)C2c2cc3c(c(O)c21)OCO3 (stereo not given)	-4.7%	1.0%	5.7	.	-0.1	1.4%	0.8%	7.0%
COC(=O)C1=C(c2ccc(F)cc2OCc2ccccc2)C[C@@H]2CC[C@H]1N2C(=O)NCCOc1ccccc1	6.0%	-8.7%	45.0	?	-0.9	10.0%	1.9%	22.9%
c1ccc2c(CNC3CCCCC3)c[nH]c2c1	14.7%	8.6%	3.2	14.4%	-17.0	-2.2%	-5.2%	-16.8%
O=C(Oc1cncc(Cl)c1)c1sccc1Cl	-13.1%	1.7%	-19.5	10.4%	-16.9	2.4%	-1.1%	-40.9%[inhibitor]
CCC1C(c2cc(OC)c(OC)c(OC)c2)c2cc3c(cc2OC1N1CCCC1)OCO3 (stereo not given)	5.4%	-3.8%	-22.5	.	2.5	-9.8%	0.4%	0.3%
O=C(Nc1ccc2c(c1)OCO2)c1cccn(Cc2cccc(F)c2)c1=O	-16.8%	.	.	2.6%	1.2	.	.	10.7%

Pulled by compound from above (two):
SMILES	Abeta rescue	EPAC2 antagonist	D3 antag	FUS suppressor	DRD3 agonist	EPAC2 agonist	aSyn rescue	TDP43 rescue
CCCCN1C(=O)C(C2c3ccccc3C(=O)N2Cc2ccccc2)C(=O)NC1=S (stereo not given)	-7.5%	7.0%	-12.0	24.9%	-0.4	-9.4%	1.9%	1.5%
COC(=O)c1ccc(-n2c(C)nc3ccccc3c2=O)cc1	13.1%	9.6%	15.6	-8.8%	-1.6	-7.9%	-1.6%	13.3%

Bioassay records deposited in PubChem BioAssay by National Center for Advancing Translational Sciences (NCATS).
